# Pf Dd2 inh: P. falciparum Dd2 growth inhibitors, primary screen, SYBR Green fluorescence, single dose replicates | activity change, % at 10 µM | hit rate 2.3% among 94,000 | AID 1159554, 2015 | 72 h; stronger effect = lower value; in the data active = activity change below about -80%; inconclusive = no clear call, values can overlap the other calls
# GASC1 inh: inhibitors of GASC-1 (KDM4C) histone demethylase, primary screen, biochemical, single concentration HTS; hit rate 0.15% among 96,000; inhibition, % at 12.5 µM; Lysine-specific demethylase 4C (Homo sapiens), Q9H3R0; GST-KDM4C 2-372, H3K9me3 peptide, LANCE TR-FRET; AID 720574, 2013;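 active = mean replicate inhibition above about 25%, with at least 55% of replicates also reaching it, limit read from the data, passing the limit was not always enough; inconclusive = only one of those two conditions met; inactive = neither condition met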
# Target sequence (Q9H3R0 2-372 limits assumed): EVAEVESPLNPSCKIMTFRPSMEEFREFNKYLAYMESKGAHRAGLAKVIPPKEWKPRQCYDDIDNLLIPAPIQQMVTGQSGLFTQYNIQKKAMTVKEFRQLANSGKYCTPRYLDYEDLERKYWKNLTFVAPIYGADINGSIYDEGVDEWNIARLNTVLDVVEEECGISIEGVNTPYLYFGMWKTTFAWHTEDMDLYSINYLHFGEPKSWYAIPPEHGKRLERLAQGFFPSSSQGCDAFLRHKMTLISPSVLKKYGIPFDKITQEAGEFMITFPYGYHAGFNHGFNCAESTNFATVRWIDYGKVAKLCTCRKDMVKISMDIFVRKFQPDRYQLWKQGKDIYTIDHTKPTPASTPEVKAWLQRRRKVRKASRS
#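 System – N-terminal GST-fused human GASC-1 (KDM4C) fragment, residues 2-372 · Input – enzyme final amount 10 nM · Technique – LANCE TR-FRET, Eu antibody, ULight-streptavidin, EDTA, ex 340 nm, em 618/671 nm · Medium – HEPES buffer, pH 7.5, plus ascorbate · Incubation – enzyme reaction 30 min, then detection 60 min, both room temperature · Reagent – H3K9me3 peptide with Fe(II)/2OG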
# C diff HTS: C. difficile growth inhibitors, primary screen, HTS. Clostridium difficile clinical isolate growth, OD600, 24 h; stronger effect = lower value. growth activity, negative = inhibition, % at 16 µg/mL (by protocol). hit rate 0.25% among 86,000;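 active = mean growth activity at or below -80% and every replicate also at or below -80%; inconclusive = mean at or below -80% but some replicate above -80%; inactive = mean growth activity above -80%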;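 note: 0% = DMSO wells and -100% = levofloxacin 16 µg/mL wells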
# T cruzi growth: T. cruzi intracellular proliferation inhibitors, primary screen, cell-based, beta-gal Tulahuen parasites, NIH3T3 host, luminescence; hit rate 5.9% among 77,000; inhibition, % at 8.34 µM; T. cruzi beta-gal in NIH3T3, GalScreen luminescence, 90 h; AID 624255, 2012;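 active = mean inhibition above about 93%, with at least 55% of replicates each passing it, limit read from the data, passing the limit was not always enough; inconclusive = only one of those two conditions holds; inactive = neither condition holds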
# * = called active by the depositor; u = inconclusive; x = not tested or not shown; & = joins results of further samples.
SMILES,Pf Dd2 inh,GASC1 inh,C diff HTS,T cruzi growth
COc1ccccc1-c1ccc2c(c1)O[C@H](CN(C)C(=O)Nc1cccc(F)c1)[C@@H](C)CN([C@H](C)CO)S2(=O)=O,-43,0.7,1,48
CNC[C@H]1Oc2ccc(NC(=O)NC(C)C)cc2CC(=O)N([C@@H](C)CO)C[C@@H]1C,-16,3.8,1,42
CN(C)C(=O)c1cccc(-c2ccc3c(c2)[C@H]2[C@H](CCN2C(=O)c2cccnc2)[C@@H](CO)N3)c1,-73,0.3,-2,95
C[C@H](CO)N1C[C@H](C)[C@@H](CN(C)C(=O)c2cccnc2)Oc2cc(/C=C/c3ccccc3)ccc2S1(=O)=O,-26,-3.4,-2,38
CC(=O)N1CC2(C1)[C@@H](c1ccc(-c3ccc(C#N)cc3)cc1)[C@@H](CO)N2C(=O)C1CC1,-9,1.0,-1,x
Cc1cccc(-c2ccc([C@@H]3[C@@H](CO)N4CCCCN(S(=O)(=O)c5cccc(C)c5)C[C@H]34)cc2)c1,-35,-0.9,-7,90
COC(=O)[C@H]1[C@H](CO)[C@H]2Cn3c(cccc3=O)[C@H]2N1C(=O)C1CCCC1,33,5.9,-3,x
COCC(=O)N1[C@@H]2c3cccc(=O)n3C[C@@H]2[C@@H](CO)[C@@H]1C(=O)NCc1ccccc1F,4,3.9,-2,53
CNC[C@@H]1OCCCC[C@H](C)Oc2ccc(NC(=O)NC3CCCCC3)cc2C(=O)N([C@@H](C)CO)C[C@@H]1C,17,0.0,-1,111*
COc1ccccc1NC(=O)N(C)C[C@@H]1Oc2ncc(Br)cc2C(=O)N([C@H](C)CO)C[C@H]1C,-5,1.1,-1,23
O=C(C[C@H]1C=C[C@@H](NC(=O)Nc2ccc(F)cc2)[C@@H](CO)O1)NCc1cccc(F)c1,x,-0.3,4,x
COc1ccc2c3c(n(C)c2c1)[C@@H](CO)N(C(=O)C1CCOCC1)CC31CCN(C(=O)Nc2cccc(F)c2)CC1,-73,-0.6,-1,x
C[C@H](CO)N1C[C@H](C)[C@H](CN(C)Cc2ccncc2)Oc2ccc(NC(=O)C3CCCCC3)cc2CC1=O,-4,1.0,3,-1
CO[C@@H]1CN(C)C(=O)c2ccc(NC(=O)Nc3ccccc3F)cc2OC[C@@H](C)N(S(=O)(=O)CC(F)(F)F)C[C@H]1C,-20,-2.5,8,33
C[C@@H]1CN([C@@H](C)CO)C(=O)Cc2cc(NC(=O)Cc3cn(C)c4ccccc34)ccc2O[C@H]1CN(C)Cc1ccc(Oc2ccccc2)cc1,-90*,5.6,41,9
Cc1noc(C)c1S(=O)(=O)N(C)C[C@H]1OCc2ccccc2-c2ccccc2C(=O)N([C@@H](C)CO)C[C@H]1C,10,3.5,-2,-19
O=S(=O)(N[C@@H]1CC[C@@H](CCn2cc(Cc3ccccc3)nn2)O[C@@H]1CO)c1ccccc1F,-29,-1.1,3,6
CC=Cc1ccc2n(c1=O)C[C@@H]1[C@@H](CO)[C@H](C(=O)N3CCOCC3)N(Cc3ccccc3OC)[C@H]21 (mixture of isomers),x,2.7,-6,-52
C[C@H]1CN([C@@H](C)CO)C(=O)c2cc(NC(=O)Nc3ccc(C(F)(F)F)cc3)ccc2O[C@@H]1CN(C)Cc1ccccc1,14,1.1,1,15
Cc1noc(C)c1S(=O)(=O)N(C)C[C@@H]1Oc2ccc(NC(=O)Nc3ccc4c(c3)OCO4)cc2C(=O)N([C@@H](C)CO)C[C@@H]1C,12,1.8,0,-19
C[C@@H]1CN([C@@H](C)CO)C(=O)c2cc(NC(=O)Cc3cn(C)c4ccccc34)ccc2O[C@H]1CN(C)S(=O)(=O)c1ccccc1,-22,x,6,39
C[C@@H]1CN([C@@H](C)CO)S(=O)(=O)c2ccc(-c3cccc(C#N)c3)cc2O[C@@H]1CN(C)C(=O)c1cccnc1,-8,-0.1,2,66
C[C@@H]1CCCCO[C@@H](CN(C)C(=O)Nc2ccc(F)cc2)[C@@H](C)CN([C@H](C)CO)C(=O)c2cc(NC(=O)CCCCCC(=O)Nc3ccccc3N)ccc2O1,6,5.8,9,20
O=C(NCc1ccccn1)[C@@H]1[C@@H](CO)[C@@H]2Cn3c(ccc(/C=C/c4ccccc4)c3=O)[C@H]1N2CC1CC1,x,-1.6,-5,110*
COc1ccc(NC(=O)Nc2ccc3c(c2)C(=O)N([C@@H](C)CO)C[C@H](C)[C@@H](CN(C)C(=O)Nc2cccc4ccccc24)OCCCC[C@@H](C)O3)cc1,-66,-2.3,-5,x
CC(C)NC(=O)Nc1ccc2c(c1)C(=O)N([C@@H](C)CO)C[C@@H](C)[C@H](CN(C)C(=O)CCC(F)(F)F)OCCCC[C@@H](C)O2,-3,0.8,-3,16
CCCN1C[C@@H](C)[C@@H](OC)CN(C)C(=O)c2cc(NC(=O)c3cnccn3)ccc2OC[C@H]1C,20,-0.2,x,-33
C[C@H]1CN([C@@H](C)CO)C(=O)c2cc(NS(=O)(=O)c3ccc(F)cc3)ccc2O[C@@H]1CN(C)Cc1ccc(Cl)c(Cl)c1,-7,2.4,45,u
Cc1ccc(S(=O)(=O)Nc2ccc3c(c2)C(=O)N([C@H](C)CO)C[C@H](C)[C@@H](CN(C)Cc2ccc4c(c2)OCO4)OCCCC[C@@H](C)O3)cc1,-35,-0.9,-3,37
N#Cc1cccc(-c2ccc([C@H]3[C@H]4CN(C(=O)Nc5cccc(F)c5)CCCCN4[C@H]3CO)cc2)c1,-18,-4.1,9,122*
CC(=O)N(C)C[C@@H]1Oc2cc(-c3cccc(F)c3)ccc2S(=O)(=O)N([C@@H](C)CO)C[C@H]1C,-12,1.3,-10,23
C[C@H]1CN([C@@H](C)CO)C(=O)Cc2cc(N(C)C)ccc2O[C@H]1CN(C)Cc1ccncc1,0,1.4,0,-4
C[C@@H]1CN([C@H](C)CO)C(=O)c2cccc(NS(=O)(=O)c3cccs3)c2O[C@@H]1CN(C)C(=O)Nc1ccc2c(c1)OCO2,21,0.5,x,-115
COCC(=O)Nc1ccc2c(c1)C(=O)N(C)[C@@H]1CC[C@@H](CC(=O)NCc3ccccc3Cl)O[C@@H]1CO2,-4,2.9,3,29
C[C@H](CO)N1C[C@H](C)[C@H](CN(C)S(C)(=O)=O)OCCCC[C@H](C)Oc2ccc(NC(=O)NC3CCCCC3)cc2C1=O,57,0.4,7,-24
C[C@@H]1CN([C@H](C)CO)C(=O)CCCn2nncc2CO[C@@H]1CN(C)S(=O)(=O)c1ccc(-n2cccn2)cc1,-16,x,x,0
C[C@@H]1CN([C@H](C)CO)C(=O)c2cc(NC(=O)NC3CCCCC3)ccc2O[C@H]1CN(C)S(=O)(=O)c1cn(C)cn1,23,0.8,4,28
C[C@@H]1CCCCO[C@@H](CN(C)S(=O)(=O)c2ccc(Cl)cc2)[C@H](C)CN([C@@H](C)CO)C(=O)c2cc(NC(=O)C3CCCCC3)ccc2O1,-73,16,-1,106*
CCCNC(=O)Nc1ccc2c(c1)C(=O)N(C)C[C@@H](OC)[C@@H](C)CN(CCC(F)(F)F)[C@@H](C)CO2,x,-0.1,x,9
C/C=C/c1ccc([C@H]2[C@H]3CN(C(=O)c4cnccn4)CC(=O)N3[C@H]2CO)cc1,55,-0.2,16,x
CO[C@@H](CN(C)Cc1ccc(-c2ccccn2)cc1)[C@@H](C)CN(C(=O)Nc1ccc(F)cc1)[C@H](C)CO,-28,-3.0,x,38
COc1ccc(S(=O)(=O)N(C)C[C@H]2Oc3ccc(NS(=O)(=O)c4ccc(C)cc4)cc3C(=O)N([C@@H](C)CO)C[C@@H]2C)cc1,-38,-2.2,-12,x
C[C@@H]1CCCCO[C@H](CN(C)Cc2ccc3c(c2)OCO3)[C@H](C)CN([C@H](C)CO)C(=O)c2cc(NC(=O)c3ccncc3)ccc2O1,-35,5.1,-2,114*
C[C@H]1CN([C@@H](C)CO)C(=O)c2cccc(NC(=O)c3cnccn3)c2O[C@@H]1CN(C)C(=O)NC1CCCCC1,4,-4.2,5,56
C[C@H](CO)N1C[C@H](C)[C@@H](CN(C)C(=O)C2CCCCC2)Oc2cc(-c3ccc(F)cc3)ccc2S1(=O)=O,-35,-2.0,3,35
COc1ccc(S(=O)(=O)Nc2ccc3c(c2)CC(=O)N([C@@H](C)CO)C[C@@H](C)[C@@H](CN(C)C(=O)Nc2ccc(F)cc2)O3)cc1,14,-1.6,2,9
C[C@H](CO)N1C[C@H](C)[C@H](CN(C)Cc2cccc(C(=O)O)c2)OCc2cn(nn2)CCCC1=O,11,0.5,x,-21
COc1cccc(S(=O)(=O)N2C[C@H](O)COC[C@H]3O[C@@H](CC(=O)N4CCCCC4)CC[C@@H]32)c1,4,1.9,-2,14

# Reprinted at random: 6 compounds from above, in no set order.
SMILES,Pf Dd2 inh,GASC1 inh,C diff HTS,T cruzi growth
C[C@H](CO)N1C[C@H](C)[C@@H](CN(C)C(=O)C2CCCCC2)Oc2cc(-c3ccc(F)cc3)ccc2S1(=O)=O,-35,-2.0,3,35
COc1cccc(S(=O)(=O)N2C[C@H](O)COC[C@H]3O[C@@H](CC(=O)N4CCCCC4)CC[C@@H]32)c1,4,1.9,-2,14
C[C@@H]1CN([C@H](C)CO)C(=O)c2cc(NC(=O)NC3CCCCC3)ccc2O[C@H]1CN(C)S(=O)(=O)c1cn(C)cn1,23,0.8,4,28
C/C=C/c1ccc([C@H]2[C@H]3CN(C(=O)c4cnccn4)CC(=O)N3[C@H]2CO)cc1,55,-0.2,16,x
CCCNC(=O)Nc1ccc2c(c1)C(=O)N(C)C[C@@H](OC)[C@@H](C)CN(CCC(F)(F)F)[C@@H](C)CO2,x,-0.1,x,9
COc1ccc(S(=O)(=O)Nc2ccc3c(c2)CC(=O)N([C@@H](C)CO)C[C@@H](C)[C@@H](CN(C)C(=O)Nc2ccc(F)cc2)O3)cc1,14,-1.6,2,9

# Additional records.
SMILES,Pf Dd2 inh,GASC1 inh,C diff HTS,T cruzi growth
O=C(Nc1cccc(Cl)c1)N[C@@H]1CC[C@H](CCNC(=O)C2CCC2)O[C@H]1CO,-19,3.3,0,x
COc1ccc(-c2cn(CC[C@H]3CC[C@H](N)[C@@H](CO)O3)nn2)cc1,-30,0.5,x,42
O=S(=O)(Cc1ccccc1)N1CCCCN2[C@H](CO)[C@H](c3ccc(-c4ccncc4)cc3)[C@@H]2C1,-2,-0.6,1,-70
C[C@@H](O)C#Cc1cnc2c(c1)C(=O)N([C@@H](C)CO)C[C@H](C)[C@@H](CN(C)C(=O)c1ccncc1)O2,30,0.3,-3,-14
Cc1noc(C)c1S(=O)(=O)Nc1ccc2c(c1)C(=O)N([C@@H](C)CO)C[C@H](C)[C@@H](CN(C)CC1CCCCC1)OCCCC[C@H](C)O2,-46,2.4,4,-10
C[C@H](CO)N1C[C@H](C)[C@H](CN(C)Cc2ccc(C(=O)O)cc2)Oc2ccc(NC(=O)Nc3ccc(C(F)(F)F)cc3)cc2C1=O,12,1.2,x,-61
O=C(Cc1cccnc1)N[C@@H]1CC[C@H](CCn2cc(-c3ccccc3F)nn2)O[C@H]1CO,-21,-2.3,-1,-120
COc1cc(CN2CC3(CCN(C(=O)Nc4c(C)noc4C)CC3)c3c([nH]c4cc(OC)ccc34)[C@H]2CO)cc(OC)c1,-54,-0.5,1,x
O=C(N[C@H]1CC[C@H](CC(=O)N2CCc3ccccc3C2)O[C@@H]1CO)C1CCC1,16,3.7,-2,-2
CC(C)NC(=O)Nc1ccc2c(c1)CC(=O)N([C@H](C)CO)C[C@H](C)[C@H](CN(C)Cc1ccc(Oc3ccccc3)cc1)O2,-42,-0.1,-8,71
Cc1noc(C)c1NC(=O)Nc1ccc2c(c1)C(=O)N([C@H](C)CO)C[C@H](C)[C@@H](CN(C)C(=O)Nc1cccc3ccccc13)OCCCC[C@H](C)O2,-6,-3.4,4,90
COCC(=O)N(C)C[C@@H]1Oc2ncc(C3=CCCC3)cc2C(=O)N([C@H](C)CO)C[C@H]1C,28,0.6,-3,x
CCNC(=O)Nc1ccc2c(c1)C(=O)N(C)[C@H]1CC[C@@H](CC(=O)NCC3CC3)O[C@H]1CO2,12,-0.9,-1,-1
O=C(Nc1ccc(F)cc1)N[C@H]1CC[C@@H](CCNS(=O)(=O)c2ccccc2F)O[C@H]1CO,x,-0.8,3,x
CC(C)CC#Cc1cnc2c(c1)C(=O)N([C@H](C)CO)C[C@H](C)[C@H](CN(C)Cc1cccc(F)c1)O2,-54,-0.6,17,u
O=C(NC1CCCC1)N1CCCCN2[C@H](CO)[C@H](c3ccc(-c4cccnc4)cc3)[C@H]2C1,1,-0.5,2,92
CO[C@H]1CC[C@H]2CCOc3c(C#N)cccc3C(=O)N(C)[C@H](C)C(=O)N(C)C[C@@H]1O2,20,0.3,x,4
CN1CCN(C(=O)C[C@@H]2CC[C@H]3[C@@H](COC[C@@H](O)CN3C(=O)c3ccccc3F)O2)CC1,x,-1.4,3&-6,-22

# Screening results as filed in PubChem.
